ST2 IL33 inh: inhibitors of human ST2 (IL1RL1) binding to IL-33 | 2.3% of 78,000 active | inhibition, % for hits at 17 µM | AID 1259354 | AlphaLISA ST2-Fc/biotin-IL-33 interaction, 1 h; in the data active means inhibition above about 30%; inconclusive means mostly about 10% to 28%
Target sequence (Q01638 whole entry, looked up): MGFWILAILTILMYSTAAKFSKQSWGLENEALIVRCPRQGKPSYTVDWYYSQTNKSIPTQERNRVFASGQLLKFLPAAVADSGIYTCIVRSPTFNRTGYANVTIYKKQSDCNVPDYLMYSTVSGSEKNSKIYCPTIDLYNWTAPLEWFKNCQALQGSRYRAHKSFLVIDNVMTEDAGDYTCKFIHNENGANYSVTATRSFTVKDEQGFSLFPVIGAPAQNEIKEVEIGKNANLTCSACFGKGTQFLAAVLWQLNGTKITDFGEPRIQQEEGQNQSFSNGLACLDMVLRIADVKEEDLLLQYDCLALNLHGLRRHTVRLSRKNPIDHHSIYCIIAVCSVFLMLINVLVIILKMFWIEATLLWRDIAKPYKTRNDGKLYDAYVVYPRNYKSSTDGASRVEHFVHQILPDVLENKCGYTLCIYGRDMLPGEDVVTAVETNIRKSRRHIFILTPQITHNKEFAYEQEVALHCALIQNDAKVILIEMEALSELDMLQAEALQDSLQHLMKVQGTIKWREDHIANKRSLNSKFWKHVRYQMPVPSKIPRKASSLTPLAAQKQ
* = called active by the depositor; i = inactive; ? = inconclusive. A portion of the library; rates above refer to the full screens.

| mol | ST2 IL33 inh |
| --- | --- |
| COc1ccc(OC)c(NC(=O)C(=O)O)c1 | i |
| Cc1cccc(C)c1-n1nnnc1S(C)(=O)=O | i |
| COc1cc([N+](=O)[O-])ccc1-c1ccc(/C=C2\C(=O)N(c3cccc(Cl)c3)N=C2C)o1 | i |
| CCCC1CCC(C(=O)Nc2ccc(Cl)cn2)CC1 (centres undefined) | i |
| OC(c1ccccc1)c1cn(C2CCN(Cc3cnc4ccccc4c3)CC2)nn1 (centres undefined) | ? |
| O=C(c1ccc(-c2ncn[nH]2)cc1)N1CCOC(C(F)(F)F)C1 (centres undefined) | ? |
| O=C(Cc1ccccc1)Nc1ccccc1C(=O)O | i |
| COc1ccc(-c2noc(-c3ccc(N4CCC[C@H]4CO)nc3)n2)cc1 | i |
| CC1=C(C(=O)Nc2ccc(C)cn2)C(c2cccc(Br)c2)C2=C(CCCC2=O)N1 (centres undefined) | ? |
| O=C1CCN(C2CCN(Cc3nc(COc4ccccc4)no3)CC2)CCN1 | i |
| Nc1nc2ccc(NC(=O)c3ccccc3)cc2s1 | i |
| OCCc1ccccc1-n1ccnc1-c1ccc(-c2ccn[nH]2)o1 | i |
| Cc1ccc(-c2nc(SC3CC(=O)N(c4cccc(C(F)(F)F)c4)C3=O)n[nH]2)cc1 (centres undefined) | i |
| COc1cc2c(cc1C1CC(=O)Nc3[nH]ncc31)CCC2 (centres undefined) | ? |
| O=C(c1cc(-c2ccc(Cl)cc2)on1)N1CCOCC1 | i |
| COc1ccc(/C=N\OCc2nc3c4c5c(sc4ncn3n2)CCCCC5)cc1 | i |
| O=C(c1ccc(N2CCC(NCC3(N4CCOCC4)CCCC3)CC2)cc1)N1CCCC(O)C1 (centres undefined) | 31.0%* |
| COC(=O)[C@]1(C)N[C@H](c2csc(-c3ccccc3)n2)[C@@H]2C(=O)N(C)C(=O)[C@@H]21 | ? |
| Cc1nc(CCN(C)C(=O)CCNC(=O)c2ccccc2F)no1 | i |
| CCCCN(CC)C(=O)c1cccc(OC)c1 | i |
| Cc1ccc(/C=C2/SC(N3CCCCC3)=NC2=O)o1 | i |
| CCCn1ccnc1-c1c(-c2ccccc2)ncn1Cc1cccnc1 | i |
| Cc1[nH]nc2c1C(c1ccc(OC(C)C)cc1)C(C#N)=C(N)O2 (centres undefined) | i |
| O=C(NC1CCCCC1)c1ccc2nc3ccc(Cl)cc3c(=O)n2c1 | i |
| CC(C)C[C@@H](N)C(=O)N1CCC(CCn2cccn2)CC1 | i |
| Cc1cccc(Cn2c(CNS(=O)(=O)c3ccccc3Cl)nc3cccnc32)c1 | i |
| CCOc1ccc(C(=O)Nc2ccc3oc(-c4ccncc4)nc3c2)cc1[N+](=O)[O-] | i |
| CCc1ccccc1N(C(=O)c1cc(C)cc(C)c1)C1C=CS(=O)(=O)C1 (centres undefined) | i |
| O=C1CN(C(=O)c2csc3c2CCCC3)CC(OCc2ccccn2)CN1Cc1ccccc1 (centres undefined) | i |
| O=C(O)CCCCCn1c(=S)[nH]c2ccc(F)cc2c1=O | i |
| COC(=O)c1ccc(CSc2nc3c(c(=O)n2-c2ccc(C)cc2)SCC3)o1 | i |
| COC(=O)c1sc2ccccc2c1NC(=O)c1cc(OC)c(OC)c(OC)c1 | i |
| O=c1[nH]c2ccc(N=Cc3cc(Br)cc(Br)c3O)cc2[nH]1 | i |
| Cc1c(C(=O)Nc2nnc(Cc3ccc(Cl)cc3)s2)cccc1[N+](=O)[O-] | i |
| CCN1C(=O)CC(CC(=O)N(CC2CCC2)CC2CCCO2)(c2cccc(C(F)(F)F)c2)C1=O (centres undefined) | ? |
| COCCN1CC(Nc2nc(-c3cccnc3)nc3c2CCNC3)CC1=O (centres undefined) | ? |
| OCc1ccc(-c2ccc3ccccc3n2)cc1 | ? |
| CCn1ncc(CN(C)C(=O)c2cc(Cn3cnc4ccccc43)[nH]n2)c1C | i |
| Cn1c(=O)cc(SCC(=O)NCCN2CCN(c3cccc(Cl)c3)CC2)c2ccccc21 | i |
| CC(=O)Nc1ccc(NC2=CC(=NS(=O)(=O)c3ccccc3)c3ccccc3C2=O)cc1 | 83.0%* |
| CNC(=O)c1cc2c(=O)n3cccc(C)c3nc2n(C(C)C)c1=N | i |
| CCCC(=O)Nc1sc(C(=O)OC)c(C)c1C(N)=O | i |
| CCOc1ccc(/C=C2\NC(=O)N(Cc3ccc(Cl)cc3)C2=O)cc1 | ? |
| CCCN(Cc1ccncc1)C(=O)c1nc[nH]c1C | i |
| Cc1nn(S(=O)(=O)c2ccccc2[N+](=O)[O-])c(C)c1Sc1ccc([N+](=O)[O-])cc1 | 43.0%* |
| COc1cc(C(=O)N=C2C(C)=CC(=O)C=C2C)cc(OC)c1OC | i |
| COCc1nc(N(C)CCc2scnc2C)c2cnn(C)c2n1 | i |
| CCOC(=O)c1sc2nc(C)nc(NCc3ccccc3)c2c1C | i |
| CC(C)CNC(=O)c1ccc(NC(=O)c2ccccc2[N+](=O)[O-])cc1 | i |
| CCCCOC(=O)C1=C(C)Nc2nnnn2C1c1ccccc1OC (centres undefined) | i |
| O=C(NCCOC(=O)C1COc2ccccc2O1)c1cccnc1 (centres undefined) | i |
| c1csc(CN2CC[C@H](c3nc4ncccc4[nH]3)C2)c1 | i |
| COc1ccc(NC(=O)c2cc3ccccc3oc2=N)cc1 | i |
| COC(=O)C1=C(C)OC(N)=C(C#N)C1c1cc([N+](=O)[O-])cs1 (centres undefined) | ? |
| Nc1c(C(=O)Nc2ccccc2)sc2ncc3cc4ccccc4nc3c12 | ? |
| COc1ccc(OC)c(NC2=CC(=O)CC(c3ccccc3)C2)c1 (centres undefined) | i |
| CCOc1nc(Cl)nc(N2CCCCC2C)n1 (centres undefined) | i |
| Cc1cc(C)c(S(=O)(=O)NCC(=O)O)c(C)c1 | i |
| COCCn1c(CNS(=O)(=O)c2ccc(F)cc2)nc2cccnc21 | ? |
| CC(Oc1ccccc1F)C(=O)Nc1ccc(Br)cc1 (centres undefined) | i |

Quoted at random: 5 entries already listed, in no set order.
| mol | ST2 IL33 inh |
| --- | --- |
| Cn1c(=O)cc(SCC(=O)NCCN2CCN(c3cccc(Cl)c3)CC2)c2ccccc21 | i |
| OCc1ccc(-c2ccc3ccccc3n2)cc1 | ? |
| CC(Oc1ccccc1F)C(=O)Nc1ccc(Br)cc1 (centres undefined) | i |
| CCOc1nc(Cl)nc(N2CCCCC2C)n1 (centres undefined) | i |
| O=C(NCCOC(=O)C1COc2ccccc2O1)c1cccnc1 (centres undefined) | i |

Next part:
| mol | ST2 IL33 inh |
| --- | --- |
| O=C(CSc1ncnc2nc[nH]c12)c1ccccc1 | i |
| CCOc1cc(C2Nc3ccccc3NC3=C2C(=O)CC(c2ccccc2)C3)ccc1OC(C)=O (centres undefined) | i |
| CCOc1ccccc1N1CCN(Cc2ccc(OC)c(OC)c2OC)CC1 | i |
| CCOc1ccc(S(=O)(=O)Nc2cc(OC)ccc2OC)c2cccnc12 | i |
| COc1cc(C(=O)Nc2ncc(Cc3ccc(Cl)cc3)s2)cc(OC)c1OC | i |
| O=C1CCCC2=C1C(c1ccc(OCc3ccc([N+](=O)[O-])cc3)cc1)C1=C(CCCC1=O)N2 | i |
| CCn1c(C2CCN(C(=O)c3ccccc3C(=O)OC)CC2)nn(C)c1=O | i |
| O=C(CN1N=NC2C(=O)N(c3ccc(F)cc3)C(=O)C21)Nc1ccccc1 (centres undefined) | i |
| CC(C)C(=O)N[C@H]1C[C@@H](C(=O)NCCCN2CCCC2=O)N(C)C1 | ? |
| O=C(Nc1ccccc1[N+](=O)[O-])c1ccc(Cl)c(S(=O)(=O)Nc2ccc(Cl)cc2)c1 | ? |
| COCC1(C(=O)NC(C)Cc2cc(C)[nH]n2)CCC1 (centres undefined) | ? |
| Cc1ccc(Oc2ncccc2CNC(=O)c2c(C)cccc2Cl)cn1 | ? |
| Clc1ccc(-c2nnc3n2N=C(c2cccs2)CS3)c(Cl)c1 | i |
| O=C(/C=C/c1cccnc1)N1CCc2ccc(NC(=O)C3(c4ccccc4)CC3)cc2C1 | i |
| O=C1Nc2ccc(-c3ccccc3)cc2C(=O)N2CCN(C(=O)c3cccc(F)c3)C[C@H]12 | i |
| COC(=O)c1cc(-c2cc(OC)ccc2F)c[nH]1 | i |
| CCc1ccc(-c2nc(CSCC(=O)NC3CCCC3)c(C)o2)cc1 | i |
| CC1CCc2cc(F)ccc2N1S(C)(=O)=O (centres undefined) | i |
| Fc1ccc(-c2ncnn2-c2ccc(Cl)cc2)cc1 | ? |
| CC(=O)c1ccc(NC(=O)O[C@@H]2CO[C@H]3[C@@H]2OC[C@@H]3NC(=O)Nc2ccccc2)cc1 | ? |
| Cc1cccc(Cl)c1S(=O)(=O)N1CCC(O)(C(=O)O)CC1 | i |
| COc1ccc(C(=O)Nc2cc3c(C)cc(=O)oc3cc2C)o1 | ? |
| C=CCOc1ccc(C2C(C(=O)OC)=C(C)N=C3SCCC(=O)N32)cc1OC (centres undefined) | i |
| CSC1=NCCN1C(=O)c1ccc(OC(C)C)cc1 | ? |
| Cc1cccc(NC(=O)CSc2cn(CCNC(=O)c3ccc(F)cc3)c3ccccc23)c1C | i |
| O=C(Nc1ccc2c(c1)OCCO2)C(Cc1ccccc1)N1C(=O)c2ccccc2C1=O (centres undefined) | i |
| CSCCC(=O)N(Cc1ccsc1)CC(C)C | ? |
| Brc1cccc(CN2CCCCCC2)c1 | i |
| COc1cccc(-c2cc(N3CCN(S(=O)(=O)c4cc(Cl)ccc4OC)CC3)ncn2)c1 | i |
| CCc1ccccc1NC(=O)CCNC(=O)c1cc(NC(C)=O)ccc1Cl | i |
| Cn1c(=O)c(N)c2c3c(cccc31)C(=O)c1ccccc1-2 | 31.0%* |
| CCCCc1ncc(-c2nccn2C(C)c2nccs2)[nH]1 (centres undefined) | i |
| CCOc1ccc(Nc2nc(-c3ccncc3)cs2)cc1 | i |
| COCCn1c(CNC(=O)c2ccc(F)cc2)nc2cccnc21 | i |
| O=C(NCc1cccnc1)c1ccc(Cl)cc1[N+](=O)[O-] | i |
| CN(Cc1ccccc1)S(=O)(=O)N1C[C@H]2CC=CC[C@H]2C1 | ? |
| O=C(CN1C(=O)CCc2cc(S(=O)(=O)N3CCCC3)ccc21)NC1CC1 | i |
| CC12COC3(C(=O)Nc4ccccc4F)CC1CCC32C (centres undefined) | i |
| O=C1c2cccnc2C(Nc2ccc(F)cc2F)N1Cc1ccco1 (centres undefined) | i |
| COc1ccc([N+](=O)[O-])cc1NC(=O)c1ccc(Cl)cc1Cl | ? |
| CC(C)c1ccc(C(=O)CSc2ncn[nH]2)cc1 | 30.0%* |
| Cn1cc(C(=O)NCCCN2CCCC2=O)c2c3ccccc3n(C)c2c1=O | i |
| CC1CCCCN1C1CC(=O)N(c2ccc(Br)cc2)C1=O (centres undefined) | i |
| CN(C)c1n[nH]c(=O)[nH]c1=O | i |
| O=C(CSCc1ccccc1)Nc1c(-c2cccs2)nc2ccccn12 | i |
| COC(=O)Cn1cc(CN2CCCC(Nc3ccc(OC)c(OC)c3)C2)c2ccccc21 (centres undefined) | i |
| Cc1ccc(NS(=O)(=O)c2ccc3c(c2)c(=O)n(C)c(=O)n3C)c(C)c1 | i |
| CC(=O)NS(=O)(=O)c1ccc(N2CCCC2=O)cc1 | i |
| Cc1ccc(OCCCN2CCN(C)CC2)c([N+](=O)[O-])c1 | i |
| CN1[C@@H](CCC(=O)N2CCc3ccccc32)CNC(=O)[C@@H]2[C@H]1CCN2Cc1ccc(O)cc1 | ? |
| CC(C)COC(=O)C1C2C=CC3(CN(C(C)c4ccc(Br)cc4)C(=O)C13)O2 (centres undefined) | i |
| O=C(NCCN1CCOCC1)c1cc(=O)[nH]c2ccc(S(=O)(=O)N3CCCC3)cc12 | i |
| O=C(C1CCN(S(=O)(=O)c2cccc3cccnc23)CC1)N1CCCCC1 | i |
| Cc1ccc(C2=N/C(=C\c3ccc(I)cc3)C(=O)O2)cc1[N+](=O)[O-] | ? |
| COc1ccccc1CCCNc1nc(C)nc2c1cnn2C | i |
| Fc1ccccc1CC1CCN(Cc2cnc(NCC3CCCO3)nc2)CC1 (centres undefined) | i |
| O=C(NCc1ccco1)c1ccc2c(c1)N(Cc1ccc(F)cc1Cl)C(=O)CS2 | i |
| O=C(O)c1ccccc1C(=O)n1cnc2ccccc21 | i |
| c1ccc(Cc2nc(CCc3cccnc3)n[nH]2)cc1 | i |
| O=C(NCCCN1CCOCC1)c1ccc2c(c1)N(Cc1cccc(Cl)c1)C(=O)CS2 | i |

(next part)
| mol | ST2 IL33 inh |
| --- | --- |
| CCOc1ccc2c(=O)c(-c3nc4ccccc4s3)coc2c1 | 30.0%* |
| CCCCOc1ccc(S(=O)(=O)N2CCN(c3nc(C)cc(N4CCOCC4)n3)CC2)cc1 | i |
| NS(=O)(=O)c1ccc(CNC(=O)NC2(c3ccccc3)CC2)cc1 | i |
| COc1ccc2nc3oc(C(=O)NCc4cc(Br)ccc4OC)cc3cc2c1 | i |
| Cc1cc(=O)oc2cc(OC(C)C(=O)O)c(Cl)cc12 (centres undefined) | i |
| COc1cc(OC)cc(C(=O)N2CCN=C2SCc2cccc(Cl)c2)c1 | i |
| COc1ccccc1N1CCN(S(=O)(=O)c2ccc3c(c2)NC(=O)CC(=O)N3)CC1 | i |
| CC1=C(C(N)=O)C(c2ccccc2)n2nc(SCc3ccccc3Cl)nc2N1 (centres undefined) | i |
| O=C(Nc1ccccc1)N1CCCC1 | i |
| COc1ccc(/C=C/c2nc3ccccc3c(=O)n2Cc2ccccc2)cc1 | i |
| Cc1cccc(NC(=O)c2ncn[nH]2)c1C | i |
| O=C(Nc1ccc(Cl)cc1C(F)(F)F)C1CC(=O)N(c2ccccc2)C1 (centres undefined) | i |
| Cc1ccc(-c2ccc(/C=C3/C(=O)NN(c4ccc(F)cc4)C3=O)o2)c([N+](=O)[O-])c1C | 42.0%* |
| Cc1ccc(OCCOc2ccc([N+](=O)[O-])cc2/C=C2\C(=O)NN(c3ccccc3)C2=O)cc1C | ? |
| COC(=O)c1cccc(C(=O)N2CCCC(N3CCN(c4ccccc4OC)CC3)C2)c1 (centres undefined) | i |
| Nc1ccccc1Nc1c(N)c(=O)oc2ccccc12 | i |
| CN(Cc1cnc2c(-c3ccccc3)cnn2c1)Cc1cc(C(C)(C)C)n[nH]1 | ? |
